From PubChem
COUP-TFII inh: blocks human COUP-TFII nuclear receptor; P24468; inhibition, % at 8.6 µM; 370,000 tested, 0.7% active; HEK293T NGFI-A luciferase reporter, luminescence;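 active means inhibition above a per-plate cutoff, mean inhibition of test wells between control levels plus 3 SD, cut at about 38% in these data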;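 further: cells cotransfected with COUP-TFII expression vector driving the NGFI-A reporter; 0% = median of COUP-TF2 test wells and 100% = reporter-only cells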
NOD2 RIPK2 PPI: blocks binding of human NOD2 to RIPK2; AID 624267; CHO BLA complementation NOD2-RIPK2, CCF4 ratio; inhibition, % at 4.98 µM; 360,000 tested, 0.38% active; in the data active means inhibition above about 21%;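 further: 0% = vehicle only and 100% = reference blocker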
Target sequence (O43353 whole entry, looked up): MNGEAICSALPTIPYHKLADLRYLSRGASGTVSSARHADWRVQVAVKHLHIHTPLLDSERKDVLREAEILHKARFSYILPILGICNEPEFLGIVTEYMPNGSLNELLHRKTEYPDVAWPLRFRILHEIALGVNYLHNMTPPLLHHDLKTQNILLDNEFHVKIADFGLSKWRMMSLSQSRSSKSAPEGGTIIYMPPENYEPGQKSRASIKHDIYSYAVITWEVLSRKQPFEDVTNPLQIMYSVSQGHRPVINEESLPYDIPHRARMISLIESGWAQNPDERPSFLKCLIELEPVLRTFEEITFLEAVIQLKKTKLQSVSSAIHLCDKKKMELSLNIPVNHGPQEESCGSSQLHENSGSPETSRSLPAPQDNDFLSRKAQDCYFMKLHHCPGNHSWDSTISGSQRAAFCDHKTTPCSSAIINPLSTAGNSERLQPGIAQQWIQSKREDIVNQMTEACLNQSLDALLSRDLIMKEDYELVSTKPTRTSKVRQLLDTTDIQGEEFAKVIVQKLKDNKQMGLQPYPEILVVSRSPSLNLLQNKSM
NCOA2 inhibitor: human SRC2 (NCOA2) inhibition; Q15596; HEK293 GAL4-SRC2 luciferase reporter, luminescence; inhibition, % at 9 µM; 370,000 tested, 0.17% active;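 active means inhibition above the mean inhibition of all tested compounds plus 3 SD, set per campaign, cut at about 52% in these data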;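 further: 0% = DMSO treated cells and 100% = cells given Gossypol at 36 µM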
SRC1 inh: inhibitors of human steroid receptor coactivator 1 (SRC1). 360,000 tested, 0.12% active. Q15788. HEK293 GAL4-SRC1 luciferase reporter, luminescence. AID 588354. inhibition, % at 3.6 µM;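 active means inhibition above the campaign mean plus 3 SD, with each screening campaign given its own cutoff, cut at about 60% in these data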;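 further: 0% = DMSO treated cells and 100% = gossypol at 36 µM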
TROY NFkB inh: TROY signaling inhibition; Q293 LMP1-TROYcd NF-kB luciferase reporter, 4 h; inhibition, % at 10 µM; 360,000 tested, 0.98% active; AID 1347056;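 active means compounds whose plate-normalised and pattern-corrected inhibition of the luciferase reporter signal at the single screening dose is 50% or more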
NR5A2 inv ag: NR5A2 inverse agonism in reporter assay; O00482; HEK293T StAR-luciferase reporter, LRH-1 transfected, 24 h; inhibition, % at 3.6 µM; 360,000 tested, 0.13% active; AID 602396;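 active means inhibition above the mean inhibition of all tested compounds plus 3 SD, cut at about 73% in these data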;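 further: 0% = DMSO wells and 100% = reporter-only cells lacking LRH-1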
Target sequence (O00482 whole entry, looked up): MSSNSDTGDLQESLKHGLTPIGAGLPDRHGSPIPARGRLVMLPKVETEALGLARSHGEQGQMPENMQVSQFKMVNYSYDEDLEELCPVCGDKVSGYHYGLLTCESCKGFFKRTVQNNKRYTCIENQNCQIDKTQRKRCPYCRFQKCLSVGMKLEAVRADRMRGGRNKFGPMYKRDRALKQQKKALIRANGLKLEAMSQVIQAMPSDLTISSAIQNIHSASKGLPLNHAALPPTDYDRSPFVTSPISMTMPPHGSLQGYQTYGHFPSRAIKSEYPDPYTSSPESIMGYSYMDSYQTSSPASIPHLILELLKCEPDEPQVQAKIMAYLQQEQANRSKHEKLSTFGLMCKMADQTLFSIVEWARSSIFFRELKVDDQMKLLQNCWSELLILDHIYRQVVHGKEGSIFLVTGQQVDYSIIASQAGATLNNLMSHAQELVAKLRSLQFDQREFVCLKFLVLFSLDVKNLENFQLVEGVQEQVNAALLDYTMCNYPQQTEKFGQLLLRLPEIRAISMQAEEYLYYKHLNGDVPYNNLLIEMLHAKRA
TWEAK Fn14 block: blocks TWEAK-Fn14 interaction in a reporter cell assay; inhibition, % at 10 µM; AID 1159606; 360,000 tested, 2% active; TWEAK-stimulated Fn14 reporter cells, luciferase luminescence, 8 h; in the data active means inhibition above about 50%
Exocytosis inh: blocks lytic granule exocytosis; TALL-104 LAMP-1 surface exposure, flow cytometry; cells stimulated with thapsigargin and PMA; inhibition, % at 10 µM; 360,000 tested, 0.66% active;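 active means inhibition above about 55%, limit read from the data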
TLR9-MyD88 block: TLR9-MyD88 interaction inhibition. Q9NR96+Q99836. CHO BLA complementation TLR9-MyD88, CCF4 FRET ratio. inhibition, % at 4.98 µM. 340,000 tested, 0.21% active. AID 504734;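 active means inhibition above the mean over all tested compounds plus 3 SD, cut at about 21% in these data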;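 further: 0% = DMSO only wells and 100% = clavulanate BLA inhibitor control wells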
ABHD5 PLIN5 PPI: inhibitors of human ABHD5-perilipin-5 interaction; 360,000 tested, 0.78% active; AID 602281; Q00G26+Q8WTS1; inhibition, % at 4 µM; Split G. princeps luciferase complementation, luminescence, 4 h;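 active means inhibition above the mean inhibition across every tested compound plus 3 SD, cut at about 22% in these data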;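 further: 0% = DMSO only wells and the 100% control is not disclosed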
NCOA3 inh: inhibits human SRC3 coactivator. Q9Y6Q9. HEK293 GAL4-SRC3 luciferase reporter, luminescence. inhibition, % at 3.6 µM. 360,000 tested, 0.17% active. AID 588352;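 active means inhibition above a per-campaign cutoff, the mean of all compounds plus 3 SD, cut at about 60% in these data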;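 further: 0% = DMSO-treated cells and 100% = gossypol-treated cells at 36 µM; higher means less SRC3-driven luciferase light from the GAL4 reporter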
* = called active by the depositor; x = not tested or not shown.

SMILES	COUP-TFII inh	NOD2 RIPK2 PPI	NCOA2 inhibitor	SRC1 inh	TROY NFkB inh	NR5A2 inv ag	TWEAK Fn14 block	Exocytosis inh	TLR9-MyD88 block	ABHD5 PLIN5 PPI	NCOA3 inh
Cc1[nH]nc2c1[C@@H](c1ccccc1[N+](=O)[O-])C(C#N)=C(N)O2	-1	-2	15	19	6	-13	16	-9	4	3	-4
Oc1ccc(Br)cc1-c1cc(-c2ccccc2Cl)[nH]n1	-48	0	-33	-18	-39	-23	-38	0	-2	-13	-9
CC(C)(C)N(NC(=O)Nc1ccc(Cl)c(Cl)c1)C(=O)c1ccccc1	-1	-9	17	0	x	8	26	12	8	-2	2
COc1cc(/C=N/Nc2nncn2N)ccc1OCc1c(C)no[n+]1[O-]	-7	-8	-27	-6	4	35	-12	0	-4	-27	1
CN(C)C(=O)CCc1ccc2c3c([nH]c2c1)[C@]1(C)[C@@H](C(=O)N2CCOCC2)C[C@H](CC(=O)NCc2cccc(C(F)(F)F)c2)C(=O)N1CC3	1	2	-5	-2	-6	-5	-8	-2	-10	-5	3
NC(=O)C1(N2CCCCC2)CCN(c2nc(-c3ccc(Br)cc3)cs2)CC1	-17	-4	5	12	20	1	26	0	-3	6	7
CN(C)/C=C1/Nc2ccccc2C1=O	8	2	5	-6	-12	8	3	1	-6	-6	6
O=C(NCC(c1ccco1)N1CCc2ccccc21)C(=O)Nc1ccccc1 (stereo unspecified)	-8	1	-31	-3	-10	17	20	0	-2	-7	-2
CC(=O)Oc1ccc2ccccc2c1C(NC(=O)Cc1ccccc1)c1ccccc1 (stereo unspecified)	-1	2	15	-7	11	-10	31	6	3	-5	-13
COc1ccccc1NC(=O)CSCc1nc2ccccc2[nH]1	12	-12	8	6	-4	-8	6	16	-18	3	1
Cc1ccc(S(=O)(=O)N2[C@@H](c3ccccc3F)C(C(=O)O)=CC[C@H]2c2ccc3c(c2)OCO3)cc1	-6	4	-31	-15	3	-12	16	39	3	-2	4
O=S(=O)(c1ccc(Br)s1)N1CCN(c2ccccc2)CC1	5	1	-41	5	-20	-5	-4	3	-3	5	4
CCOc1ccc(-c2n[nH]c(=S)c3ccccc23)cc1	11	0	-8	-21	10	4	12	-10	0	-6	3
O=C(CC(=O)c1ccccc1)Nc1cccnc1Cl	-33	-8	-44	-37	-35	-39	2	3	-11	27*	-45
CN1CCc2c(sc(/N=C/c3cc(Cl)ccc3O)c2C#N)C1	20	-16	-35	-29	74*	-11	65*	1	-9	-1	4
Cn1ncc([N+](=O)[O-])c1C(=O)N1CCOCC1	-5	3	-11	-9	-3	-16	0	0	-2	3	3
O=C(O)c1ccc2c(c1)C1C=CCC1C(c1ccncc1)N2 (stereo unspecified)	0	3	2	1	-2	-9	2	-3	-3	1	24
COc1cc(/C=c2\sc3n(c2=O)C(c2ccccc2)C(c2ccccc2)=NN=3)ccc1O (stereo unspecified)	4	-3	-22	3	7	-26	-9	1	5	4	-8
O=C(c1ccc2c(c1)[nH]c(=S)n1c3ccccc3nc21)N1CCN(c2cccc(Cl)c2)CC1	-1	3	11	-4	1	-4	27	5	-10	-1	1
COc1ccc(N(C)S(=O)(=O)c2cccc(C(=O)OCC(=O)Nc3cc(C)ccc3OC)c2)cc1	0	-14	-14	7	40	-2	38	-1	6	-1	-1
COc1ccc(OC)c(-c2csc(NC(=O)c3ccc4c(c3)OCO4)n2)c1	-16	12	4	0	-10	-20	-4	25	11	1	-13
Cc1cccnc1NC(=O)C1COc2ccccc2O1 (stereo unspecified)	7	-1	3	-1	4	4	-1	-2	10	-1	5
CCOC(=O)CC12CN3CN(C1)CC(CC(=O)OCC)(C3)C2=O	7	-4	-20	-1	-26	3	-23	6	-2	5	18
COCCN1C(=O)c2cc(C(=O)Nc3cccc(F)c3)ccc2C1Nc1cccc(F)c1 (stereo unspecified)	14	-3	-3	18	11	6	24	-4	-3	-6	1
NS(=O)(=O)c1ccc(NC(=O)c2cccc3cc4ccccc4nc23)cc1	-3	-19	-110	35	-17	-10	-58	8	-1	2	-8
Next part.
SMILES	COUP-TFII inh	NOD2 RIPK2 PPI	NCOA2 inhibitor	SRC1 inh	TROY NFkB inh	NR5A2 inv ag	TWEAK Fn14 block	Exocytosis inh	TLR9-MyD88 block	ABHD5 PLIN5 PPI	NCOA3 inh
CC(Cc1n[nH]c(=S)o1)c1ccccc1 (stereo unspecified)	4	4	-10	5	-10	1	-19	-2	-4	-4	8
COc1cc(Cl)c(CNC[C@H]2O[C@@H](n3ccc(=O)[nH]c3=O)[C@H](O)[C@@H]2O)c(Cl)c1O	0	-8	-1	0	5	2	0	0	5	2	13
O=C(CCS(=O)(=O)c1ccc(Cl)cc1)NCCN1C(=O)S/C(=C\c2ccccc2F)C1=O	-18	-5	-1	-13	-19	-8	20	-3	6	6	-8
CSCCC(NC(=O)c1ccc(=O)n(C)n1)c1nc2ccccc2[nH]1 (stereo unspecified)	-1	-5	-1	-8	4	16	1	-2	-3	8	-11
CCc1cc2c(=O)c(-c3cnn(-c4ccccc4)c3)c(C)oc2cc1OCC(=O)Nc1ccc(F)c(F)c1	-2	9	-3	-2	10	4	-32	1	5	-2	-2
O=C(COC(=O)CCc1ccc(S(=O)(=O)N2CCOCC2)cc1)Nc1ncc(C(F)(F)F)cc1Cl	11	0	-5	-117	-5	-7	-17	3	-3	2	12
O=C(C[C@H]1C[C@@H]2c3cc(NC(=O)c4cccnc4)ccc3O[C@@H]2[C@H](CO)O1)NCc1ccncc1	9	2	-1	15	6	4	-24	5	-11	4	-4
CC1CCCN(C(=O)CCNS(=O)(=O)c2ccc(Br)cc2)C1 (stereo unspecified)	-5	9	14	3	-12	21	-8	2	-1	-10	17
COc1cc2c(cc1OC)CN(C(=O)Cc1ccc(OC)c(S(=O)(=O)N3CCOCC3)c1)CC2	-6	11	-1	4	-2	-2	-4	3	-10	2	20
C(=N\c1ncnc2sccc12)/NOCc1ccccc1	23	0	0	8	-15	-29	18	-2	0	1	10
C=CCOc1ccc(C2N3CC4(C)CN2CC(CCC)(C3)C4=O)cc1 (stereo unspecified)	-16	9	6	-13	-5	5	-2	-6	-4	0	1
NC(=O)COC(=O)C(Cc1ccccc1)NS(=O)(=O)c1ccccc1F (stereo unspecified)	-13	-4	6	-4	14	-4	-8	0	2	2	14
CCOC(=O)c1ccc(NC(=S)N2CCN(CCN=CC3=C(O)CC(C)(C)CC3=O)CC2)cc1	13	5	-32	1	-17	12	5	-1	4	-5	8
COc1c(C)cccc1C(=O)Nc1ccc(CN2CCCCC2)cc1	-53	-3	-54	-46	-24	-49	-18	8	1	2	-39
COc1ccc(S(=O)(=O)N2CCN(c3ncccn3)CC2)cc1	23	2	-3	-2	6	4	-3	-1	-13	-3	9
COc1cc(C(=O)OCC(=O)NCCC2=CCCCC2)cc(OC)c1OC	-2	3	0	-2	-16	4	-11	-6	-6	-8	-2
O=C(/C=C/Nc1cccc(C(F)(F)F)c1)C(F)(F)F	1	-4	-2	-4	16	-8	-1	-3	2	0	-4
CCS(=O)(=O)N1CCN(S(=O)(=O)c2ccc3c(c2)OCCO3)CC1	-14	10	6	6	12	0	16	-2	-3	-20	2
CCN1CNC(=S)N(c2ccccc2C)C1	9	-1	-8	-3	24	15	2	-8	4	-10	15
COc1ccccc1NC(=O)C1=C(C)NC(=O)NC1c1ccc(C)s1 (stereo unspecified)	-6	-5	1	-9	-1	-2	15	5	0	2	-3
COc1ccc(Nc2nc3cc(-c4ccccc4C)sc3c(=O)n2C)cc1OC	-11	7	5	-10	0	-36	-6	1	x	-9	-20
CCSc1ncc(C#N)c(N)n1	4	-1	-11	1	4	-8	6	-2	8	4	-3
COc1ccc(C(CNc2ccc(S(=O)(=O)N3CCCC3)cc2[N+](=O)[O-])N2CCCC2)cc1 (stereo unspecified)	7	5	5	-3	-15	2	19	2	-2	1	28
CS(=O)(=O)N1CCN(C(=O)c2c(F)cccc2F)CC1	-18	-10	-21	-14	-6	6	4	-3	3	1	-6
COCc1[nH]nc2c1C(c1ccccc1OC)C(C#N)=C(N)O2 (stereo unspecified)	7	-19	-16	-6	1	6	-6	-2	5	10	2

Given as comma-separated lines: entries from further up.
mol,COUP-TFII inh,NOD2 RIPK2 PPI,NCOA2 inhibitor,SRC1 inh,TROY NFkB inh,NR5A2 inv ag,TWEAK Fn14 block,Exocytosis inh,TLR9-MyD88 block,ABHD5 PLIN5 PPI,NCOA3 inh
CCN1CNC(=S)N(c2ccccc2C)C1,9,-1,-8,-3,24,15,2,-8,4,-10,15
COc1ccccc1NC(=O)C1=C(C)NC(=O)NC1c1ccc(C)s1 (stereo unspecified),-6,-5,1,-9,-1,-2,15,5,0,2,-3
COc1ccc(Nc2nc3cc(-c4ccccc4C)sc3c(=O)n2C)cc1OC,-11,7,5,-10,0,-36,-6,1,x,-9,-20

Continuation.
SMILES	COUP-TFII inh	NOD2 RIPK2 PPI	NCOA2 inhibitor	SRC1 inh	TROY NFkB inh	NR5A2 inv ag	TWEAK Fn14 block	Exocytosis inh	TLR9-MyD88 block	ABHD5 PLIN5 PPI	NCOA3 inh
COc1ccccc1NC(=O)c1cnc(Nc2ccccc2OC)c2ccccc12	-18	0	-1	-10	-3	12	6	-1	0	-2	24
C=C1CCC[C@]2(C)C[C@H]3OC(=O)C(CNC(C)(CO)CO)[C@H]3CC12 (stereo partly specified)	-11	3	13	5	-3	12	46	6	-11	10	10
CCOC(=O)c1ccc(CNC(=O)Cn2nnc(-c3ccccc3)n2)o1	4	-4	-26	16	12	8	14	3	2	5	14
CCCCCNCC(=O)Nc1cc(C(F)(F)F)ccc1OCCOC	6	-5	-42	-129	2	12	-3	0	2	2	-8
CC1(C)CCC(=NNC(N)=S)CC1	0	-8	3	-25	8	13	3	-3	-12	0	4
O=c1cc(O)c2sc3nc(-c4cccnc4)cc(C(F)(F)F)c3c2[nH]1	11	-2	9	-28	-13	1	15	-9	20	1	6
CC1Cc2ccccc2N1C(=O)CO/N=C/c1ccccc1OC(F)F (stereo unspecified)	7	-1	5	-9	-9	-3	-12	1	4	0	-12
COc1ccc(OC)c(NC(=O)C2CCCC2)c1	-4	-1	19	-2	-6	-5	-12	0	0	2	7
COc1cccc(C(O)c2ncc(-c3cccc(C(F)(F)F)c3)[nH]2)c1 (stereo unspecified)	-1	-4	27	-46	-9	18	18	1	x	-1	18
O=C(Nc1ccc(F)cc1)C(c1ccccc1OC(F)(F)F)N1CCN(c2cccc(C(F)(F)F)n2)CC1 (stereo unspecified)	-2	1	3	x	x	39	x	-3	x	-1	x
CCc1cc(=O)oc2c(CNCc3c(F)cccc3Cl)c(O)ccc12	21	4	14	-1	-2	-1	-1	0	0	-1	2
CC(C)NS(=O)(=O)c1ccc(OCC(=O)Nc2ccc(F)cc2)cc1	12	2	-6	9	-1	5	3	-3	-3	-2	8
Cc1nc2ccc(N=NN(C)C)cc2[nH]1	8	6	-11	0	2	-9	13	2	-6	0	0
COc1cc(/C=C/C(=O)NC(=O)c2ccccc2O)ccc1OC(C)=O	-17	-2	-30	-42	-61	-23	-29	3	-8	-1	-44
CNc1ccc(Br)cc1C(O)c1ccccc1 (stereo unspecified)	2	1	-1	8	-26	0	-21	-2	-1	-1	20
N#Cc1cccc(NC(=O)Cc2ccsc2)c1	5	-8	-13	-13	-3	10	12	42	-4	0	-19
CCN1CCN(c2nc(S(=O)(=O)c3ccc(C)cc3)c(Cl)s2)CC1	-8	-13	0	2	51*	1	0	-1	0	-1	13

These rows are one share of the data; rates above refer to the full screens.
